Screening results (PubChem BioAssay)
SENP7 block: inhibitors of human SENP7 protease; Q9BQF6; inhibition, % at 5 µM; recombinant SENP7, Z-RLRGG-aminoluciferin luminescence, 40 min; hit rate 1.5% among 330,000;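 active = inhibition above about 50% at the single test dose, limit read from the data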;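 note: plate controls were DMSO with enzyme for no effect and no enzyme buffer wells for full effect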
SENP6 block: inhibitors of human SENP6 protease | Q9GZR1 | Recombinant SENP6 catalytic domain, aminoluciferin luminescence | inhibition, % at 10 µM | hit rate 1.8% among 330,000 | AID 2599;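 active = inhibition above about 50% at the single tested dose, limit read from the data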;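 note: plate controls were DMSO wells with enzyme for no effect and DMSO wells lacking enzyme for full effect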
Target sequence (Q9GZR1 628-1112 limits assumed): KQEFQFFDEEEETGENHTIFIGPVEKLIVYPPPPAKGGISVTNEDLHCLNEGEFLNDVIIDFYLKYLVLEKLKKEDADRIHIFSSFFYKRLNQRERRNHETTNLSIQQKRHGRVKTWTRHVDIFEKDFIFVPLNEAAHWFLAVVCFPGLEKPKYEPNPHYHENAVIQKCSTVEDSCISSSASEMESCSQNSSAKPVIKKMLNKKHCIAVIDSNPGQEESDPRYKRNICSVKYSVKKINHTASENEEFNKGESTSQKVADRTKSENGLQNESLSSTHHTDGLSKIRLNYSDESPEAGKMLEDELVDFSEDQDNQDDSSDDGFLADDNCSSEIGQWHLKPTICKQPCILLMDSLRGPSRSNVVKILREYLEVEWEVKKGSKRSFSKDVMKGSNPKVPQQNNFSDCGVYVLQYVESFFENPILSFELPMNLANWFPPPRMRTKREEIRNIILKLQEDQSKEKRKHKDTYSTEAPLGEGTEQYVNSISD
PfG6PD inh: PfG6PD (Plasmodium falciparum) enzyme inhibition; hit rate 0.78% among 350,000; PfGluPho enzyme, NADPH resazurin-diaphorase fluorescence; inhibition, % at 20 µM;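 active = inhibition reaching at least a set limit at 20 µM in the primary screen, cut at about 59% in these data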;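 note: 0% = DMSO wells with substrate and 100% = DMSO wells lacking glucose-6-phosphate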
NR3A LBD binder: modulates the human NR3A ligand-binding domain; Tm shift relative to glycine control, % at 25 µM; NR3A LBD differential scanning fluorimetry, Tm shift; 0% = protein alone, 100% = glycine-bound protein; hit rate 2.5% among 340,000;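 active = melting temperature shift of at least 10% of the positive control shift, at one fixed dose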
ATG4B inhibitor: inhibitors of human ATG4B cysteine protease; inhibition, % at 8.33 µM; hit rate 0.51% among 340,000; AID 504462; ATG4B cleavage of LC3-PLA2, NBD-HPC fluorescence, 1 h; Q9Y4P1; in the data active = inhibition above about 40%
Target sequence (Q9Y4P1 whole entry, looked up): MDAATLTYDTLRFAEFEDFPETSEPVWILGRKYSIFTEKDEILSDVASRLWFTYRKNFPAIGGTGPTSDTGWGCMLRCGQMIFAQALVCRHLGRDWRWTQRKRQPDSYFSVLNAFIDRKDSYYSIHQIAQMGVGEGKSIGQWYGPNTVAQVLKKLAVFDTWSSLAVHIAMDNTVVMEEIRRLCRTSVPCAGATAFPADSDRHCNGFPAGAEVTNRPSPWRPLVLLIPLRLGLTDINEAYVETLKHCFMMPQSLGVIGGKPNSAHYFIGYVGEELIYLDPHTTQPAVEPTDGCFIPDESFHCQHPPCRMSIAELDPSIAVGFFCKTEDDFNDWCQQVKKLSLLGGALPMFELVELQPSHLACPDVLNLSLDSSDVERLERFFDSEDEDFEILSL
HKDC1 inhibitor: inhibitors of human hexokinase HKDC1. hit rate 0.16% among 340,000. recombinant HKDC1, G6PDH/diaphorase resazurin coupled fluorescence. Q2TB90. inhibition, % at 20 µM;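 active = inhibition above about 35% when tested at 20 µM, limit read from the data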;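 note: plate controls were DMSO wells with enzyme for no effect and DMSO wells lacking enzyme for full effect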
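Test system: recombinant HKDC1 (HK5) hexokinase enzyme, produced in-house / Doses: 20 µM test compound, 1% DMSO / Timing: 90 min, room temperature / Detection: G6PDH/diaphorase-coupled fluorescence, 1 mM NADP, 100 µM resazurin, 525/613 nm / Control set: DMSO wells with and without enzyme mix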
SENP8 block: blocks human SENP8 cleavage of Nedd8 substrate | recombinant SENP8, Nedd8 substrate fluorescence | hit rate 0.64% among 360,000 | inhibition, % at 20 µM; in the data active = inhibition mostly above about 40%, no sharp cut-off; inactive = mostly below about 27%
Target sequence (Q96LD8 whole entry, looked up): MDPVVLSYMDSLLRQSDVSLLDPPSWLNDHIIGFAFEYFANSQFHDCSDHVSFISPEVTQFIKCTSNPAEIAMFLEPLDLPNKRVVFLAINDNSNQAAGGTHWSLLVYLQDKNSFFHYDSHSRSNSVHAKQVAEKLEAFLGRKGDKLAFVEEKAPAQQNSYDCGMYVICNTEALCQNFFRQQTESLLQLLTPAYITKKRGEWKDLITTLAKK
MPTP block: inhibitors of mitochondrial permeability transition pore. isolated mouse mitochondria, Ca2+ swelling absorbance, 30 min. inhibition, % at 10 µM. hit rate 1.4% among 360,000;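 active = inhibition of 50% or more, scaled per plate between neutral and stimulator controls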;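 note: 0% = DMSO wells given calcium and 100% = 1 mM EGTA wells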
Active calls of the source: *; nt = not tested or not shown; & = joins results of further samples.

SMILES	SENP7 block	SENP6 block	PfG6PD inh	NR3A LBD binder	ATG4B inhibitor	HKDC1 inhibitor	SENP8 block	MPTP block
CC(C)(C)n1nnnc1C(c1cccnc1)N(Cc1ccccc1)Cc1ccco1 (stereo unspecified)	0	5	-6	-2	5	0	26	3.4
CCc1ccc(OCC(=O)NC(NC(=S)Nc2ccc(C)cc2C)C(Cl)(Cl)Cl)cc1 (stereo unspecified)	5	-6	5	-2	13	-5	2	-0.4
COCCNC(=S)N/N=C/c1c2ccccc2cc2ccccc12	-5	-5	4	-11	-12	0	-230	-0.6
CN(C)c1ccc(/C=N/NC(=O)C(O)(c2ccccc2)c2ccccc2)o1	6	-6	29	-4	2	4	-15	8.6
CC(=O)c1ccc(NC(=O)CSc2nnc(Cn3cnc4ccccc43)o2)cc1	14	-12	0	-1	-7	-3	5	-3.1
Cc1cc(C)c([N+](=O)[O-])cc1-c1ccc(/C=N/NC(=O)c2nonc2N)o1	3	-24	-26	0	-18	-11	21	-1.9
CCOC(=O)c1c(C)sc2c1N(C(=O)CN1CCOCC1)c1cc(Cl)ccc1S2	-10	-4	-46	-2	4	-16	3	0.5
C[C@H](CO)N1C[C@H](C)[C@@H](CN(C)Cc2ccncc2)Oc2c(NC(=O)Cc3ccccc3)cccc2C1=O	2	10	2	-1	-1	-3	15	0.3
CC1c2[nH]c3ccccc3c2CCN1C(=O)Nc1ccccc1 (stereo unspecified)	4	-2	12	-6	-7	0	12	-0.6
Cc1sc2ncnc(SCC(=O)NC(=O)c3cccn3C)c2c1C	5	13	16	0	-2	5	-16	9.4
O=c1cc(O)n(C2CCCCCC2)c(=O)[nH]1	2	-6	-12	2	7	-5	28	0.2
Cc1nnc(-c2cnn(C)c2N)n1CCCN(C)C	6	1	-14	-2	-1	-6	10	1.2
Cc1ccc(C)c(NC(=S)/C(=C(\[O-])c2ccc(OC(F)F)cc2)[n+]2ccccc2)c1	3	11	-1	-3	3	3	23	-0.3
CSCCCN1CCCC(CO)(Cc2ccccc2F)C1 (stereo unspecified)	-15	-5	5	-1	-5	-1	10	-0.7
Cc1ccc(S(=O)(=O)Nc2ccc(N3CCCCC3)cc2)cc1	3	7	-2	0	5	1	7	-0.6
N=C(N)Cc1ccccc1Sc1ccccc1	10	7	-22	-1	7	-4	14	0.5
CCn1cc(CCC(=O)NCc2ccc(F)cc2)c2ccccc21	9	0	4	0	8	3	1	1.0
CN(C)c1ccc(CNn2cnnc2)cc1	1	-3	3	2	-4	1	13	-2.2
CC[C@]12c3[nH]c4ccc(Cl)cc4c3CCN1C(=O)[C@@H](CC(=O)NCc1ccc(OC)c(OC)c1)C[C@@H]2C(=O)N1CCN(C(=O)c2ccco2)CC1	9	nt	11	0	-16	-4	4	-0.7
O=[N+]([O-])c1cccc(CN2CCN(Cc3ccco3)CC2)c1	1	-5	-3	1	1	-5	18	-0.1
O=Cc1ccc(Sc2nnc(-c3ccccc3)o2)c([N+](=O)[O-])c1	-1	2	94*	3	49*	43*	-48	11
Cc1ccc(C(=O)NCCCNC(=O)Cc2ccccc2)cn1	-15	-12	-4	-4	8	-6	9	-3.1
Cn1c(=NC(=O)c2cnccn2)sc2ccccc21	0	-13	8	0	-8	6	-154	-1.3
COc1ccc(N2CCN(C(=O)CCCCCn3c(=S)[nH]c4cc5c(cc4c3=O)OCO5)CC2)cc1	3	2	0	5	2	-3	10	0.3

Continued (two carried over from the part before).
SMILES	SENP7 block	SENP6 block	PfG6PD inh	NR3A LBD binder	ATG4B inhibitor	HKDC1 inhibitor	SENP8 block	MPTP block
Cn1c(=NC(=O)c2cnccn2)sc2ccccc21	0	-13	8	0	-8	6	-154	-1.3
COc1ccc(N2CCN(C(=O)CCCCCn3c(=S)[nH]c4cc5c(cc4c3=O)OCO5)CC2)cc1	3	2	0	5	2	-3	10	0.3
Cc1ccc(S(=O)(=O)N2CCOCC2)cc1C(=O)Nc1ccc(-c2cn3ccsc3n2)cc1	5	-5	10	-1	-12	-2	15	0.3
CC[C@@]12C(=O)N(c3cccc(Cl)c3)C(=O)N1[C@H](c1ccc(Br)cc1)[C@@H]1C(=O)N(C(C)(C)C)C(=O)[C@@H]12	-7	-12	26	-5	-11	1	10	0.0
Cc1onc(C(=O)/C=C/N(C)C)c1C(=O)Nc1nccs1	-1	-10	-13	-2	-4	1	15	6.2
Cc1c(Cl)cnc(NC(=O)CSc2nnc(C)n2Cc2ccccc2)c1Cl	-9	-27	-5	0	-6	0	13	0.2
O=C1CN(C(=O)c2c(F)cccc2F)C(c2ccc(F)cc2)c2cc(Br)ccc2N1 (stereo unspecified)	8	-27	14	-2	-7	9	-2	0.8
CCOC(=O)C1CC2=C(CCCC2=O)NC1=O (stereo unspecified)	nt	nt	-12	0	-5	-2	11	-1.6
Cn1c(SCc2cnc(-c3ccccc3)s2)nnc1C1COc2ccccc2O1 (stereo unspecified)	11	12	3	0	-20	-2	25	0.4
COc1ccc(NC2=C(NCCO)C(=O)c3ccccc3C2=O)cc1	10	46	8	-4	-6	4	36	2.6
N#Cc1nnn(-c2ccc(Cl)cc2)c1N	-4	-5	-9	-3	-1	-11	9	-2.2
CN(C)S(=O)(=O)Oc1ccc(Cl)cc1C(=O)Nc1cccc(C(F)(F)F)c1	-6	5	18	-5	-1	5	17	42
O=C(Nc1ccccc1)c1ccc(S(=O)(=O)NCC2CCCO2)cc1 (stereo unspecified)	5	-25	-18	0	-7	8	2	-0.2
COc1ccc(OC)c(NC(=O)C2CCN(c3nc(C)cc(C)n3)CC2)c1	-3	1	3	-1	2	-5	-14	-1.1
Cn1c(=O)[nH]c2cc3ccccc3cc21	10	1	-13	1	-12	5	9	1.9
COC(=O)C1=C(C)NC(C)=C(C(=O)OC)C1C(=O)OC1CCCCC1=O (stereo unspecified)	9	2	-5&-4	-3&1	-3&-12	-4&-1	-350	-1.0&-2.6
Cc1cc(C)n(CC(=O)N2CCCC(C(=O)c3cccc(OC(C)C)c3)C2)n1 (stereo unspecified)	2	13	2	-1	-2	-5	1	2.7
Cc1cc(N(C)C)nc(Nc2ccccc2)n1	-1	2	-4	-4	-3	-7	14	-0.4
COc1ccc(Nc2ncnc3c2cnn3Cc2ccc(C)cc2)cc1	3	7	42	-6	-21	1	-10	0.3
C=CCOc1ccc(/C=N/NC(=O)C(=O)N2CCCCCC2)cc1OC	-3	4	-6	-2	-1	-2	5	0.1
Cc1cc(C)c(C)c(S(=O)(=O)NCc2ccc(C(=O)NCC3CCCO3)cc2)c1C (stereo unspecified)	-4	2	6	-1	-8	-2	13	-0.9
O=C1C[C@@H]2c3c(cccc3CN1Cc1ccccc1Cl)C[C@@H](O)[C@H]2O	nt	nt	-1	1	-4	-7	5	-2.4
CCN(Cc1ccccc1)C(c1ccc(Cl)cc1)c1nnnn1C(C)(C)C (stereo unspecified)	-1	-7	0	-1	-16	-5	32	9.9
O=C(O)CNC(=S)N(Cc1ccccc1F)C1CCCCC1	6	-6	-13	2	2	-10	11	-3.5
CCCn1c(N)c(N(CCOC)C(=O)CSc2cc(C)c3cccc(C)c3n2)c(=O)[nH]c1=O	-10	-17	12	1	-10	-6	-15	0.1
C(=C\c1ccco1)/C1=NN(c2ccccc2)C(c2ccco2)C1 (stereo unspecified)	-2	-11	53	-3	11	-1	-423	6.1

Shown with each value named: two of the compounds above
CCc1ccc(OCC(=O)NC(NC(=S)Nc2ccc(C)cc2C)C(Cl)(Cl)Cl)cc1 (stereo unspecified)
  SENP7 block: 5	SENP6 block: -6	PfG6PD inh: 5	NR3A LBD binder: -2	ATG4B inhibitor: 13	HKDC1 inhibitor: -5	SENP8 block: 2	MPTP block: -0.4
COCCNC(=S)N/N=C/c1c2ccccc2cc2ccccc12
  SENP7 block: -5	SENP6 block: -5	PfG6PD inh: 4	NR3A LBD binder: -11	ATG4B inhibitor: -12	HKDC1 inhibitor: 0	SENP8 block: -230	MPTP block: -0.6

Additional results
SMILES	SENP7 block	SENP6 block	PfG6PD inh	NR3A LBD binder	ATG4B inhibitor	HKDC1 inhibitor	SENP8 block	MPTP block
COCCN1C(=O)N[C@@H](c2ccco2)C(C(=O)OC)=C1C	10	-10	-8	0	-3	-3	14	0.7
Cc1cccc(OS(=O)(=O)NC(=O)OCC2CCCN3CCCCC23)c1 (stereo unspecified)	-5	8	4	0	-6	-10	6	-2.4
Cc1cc(NC(=O)CCC(=O)N(CC(=O)NCC2CCCO2)c2ccc(F)c(Cl)c2)no1 (stereo unspecified)	-5	-27	-15	-1	0	-1	-4	0.1
O=C(O)c1ccccc1Sc1c([N+](=O)[O-])cc(C(F)(F)F)cc1[N+](=O)[O-]	5	9	4	-1	-1	-8	18	0.6
COc1ccc(NC(=O)C2CCCN(S(C)(=O)=O)C2)cc1Cl (stereo unspecified)	-10	-16	0	-1	-2	-5	9	0.4
CC(=N)C1=C(O)CC(c2ccccc2)CC1=O (stereo unspecified)	2	-5	-5	-2	7	1	8	2.1
O=C(Nc1cc(Cl)ccc1Oc1ccccc1)c1cnccn1	8	-18	-6	2	2	6	28	-2.4
COc1ccc(C(=O)NCCN2CCOCC2)cc1OC	-8	-23	-3	1	-3	-2	30	-10
CCN(CC)C(=O)C1CCN(Cc2ccc(OCc3ccccc3)cc2)CC1	-5	-3	22	0	0	-7	13	0.6
COc1cc2c(cc1OC)C(c1cc(OC)c(OC)c(OC)c1)NCC2 (stereo unspecified)	-9	17	6	1	-6	0	10	-1.0
COCc1cc(Sc2cccc(Cl)c2Cl)nc(-c2ccccc2)n1	3	8	23	-23	-4	3	16	18
O=C(N/C(=C\c1ccc(Br)cc1)C(=O)N1CCOCC1)c1ccccc1Cl	3	-2	0	0	-1	-7	-4	0.4

HKDC1 inhibitor: what is marked active above
SMILES	SENP7 block	SENP6 block	PfG6PD inh	NR3A LBD binder	ATG4B inhibitor	HKDC1 inhibitor	SENP8 block	MPTP block
O=Cc1ccc(Sc2nnc(-c3ccccc3)o2)c([N+](=O)[O-])c1	-1	2	94*	3	49*	43*	-48	11

Following part:
SMILES	SENP7 block	SENP6 block	PfG6PD inh	NR3A LBD binder	ATG4B inhibitor	HKDC1 inhibitor	SENP8 block	MPTP block
COC(=O)c1cccc(N(C(=O)CNC(=O)c2cccs2)C(C(=O)NCC2CCCO2)c2ccc(OC)c(OC)c2)c1 (stereo unspecified)	4	-9	-3	-3	2	-7	2	-0.6
ClC1CCCCC1n1nnc2ccccc21 (stereo unspecified)	2	10	9	-2	1	3	7	1.2
Cc1ccc(S(=O)(=O)N2CCN(C(=O)CN3CCCCC3)C2C(C)C)cc1 (stereo unspecified)	-1	-18	9	0	-6	-11	10	-1.5
CCOC(=O)Cn1nc(C)c(NC(=O)COc2cccc(Cl)c2)c1C	-17	-15	-10	-2	-4	-7	14	1.8
CN(C)CCCNC(=O)/C(=C\C=C\c1ccccc1)NC(=O)c1ccc([N+](=O)[O-])cc1	-27	-12	-15	0	6	-3	24	-2.4
O=S(=O)(c1ccc(S(=O)(=O)N(Cc2ccccc2)Cc2ccco2)cc1)N1CCCC1	3	-1	-6	-1	6	5	17	0.0
Cc1ccc(SCC(=O)Nc2nncs2)cc1	8	1	-4	-1	-10	2	2	1.2
CCN1C(=O)/C(=C\N2CCN(c3ccc(F)cc3)CC2)SC1=S	-19	-19	2	-1	-1	-16	19	0.6
Cn1c(SCC(=O)Nc2nc3ccccc3s2)nnc1-c1ccccc1	-13	-13	-3	3	14	-9	21	0.1
O=C1C(=O)N(c2nccs2)C(c2ccccc2)/C1=C(\O)c1ccc2c(c1)OCCO2 (stereo unspecified)	5	-15	nt	nt	nt	nt	-15	-0.8
CCOC(=O)CSc1nn(-c2ccccc2)c(=S)s1	-4	6	-7	0	-3	-10	-5	-2.1
C/C(=N\NC(=O)c1ccc(C)cc1C)c1ccc2c(c1)Nc1ccccc1S2	9	0	4	12*	5	5	7	3.2
O=C(CCCc1ccccc1)Nc1nnc(C(F)(F)F)s1	7	0	43	-5	-2	-2	8	33
CCOC(=O)c1c(C)[nH]c(C(=O)OCc2csc(CC(=O)Nc3ccccc3C)n2)c1C	4	-1	-6	-2	5	-6	-17	-0.9
CC(Sc1ccccc1)C(=O)Nc1ccc(S(=O)(=O)N2CCOCC2)cc1 (stereo unspecified)	-3	4	-15	1	-18	-5	19	1.3
